Screening results (PubChem BioAssay)
GPR7 antagonist: human neuropeptides B/W receptor 1 antagonism | inhibition, % at 4.4 µM | P48145 | hit rate 1.1% among 290,000 | GPR7-expressing cells, fluorescence antagonist assay; in the data active = inhibition above about 16%, passing the limit was not always enough;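 note: cells stimulated with the agonist NPW; 0% = agonist with vehicle and 100% = vehicle without agonist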
Target sequence (P48145 whole entry, looked up): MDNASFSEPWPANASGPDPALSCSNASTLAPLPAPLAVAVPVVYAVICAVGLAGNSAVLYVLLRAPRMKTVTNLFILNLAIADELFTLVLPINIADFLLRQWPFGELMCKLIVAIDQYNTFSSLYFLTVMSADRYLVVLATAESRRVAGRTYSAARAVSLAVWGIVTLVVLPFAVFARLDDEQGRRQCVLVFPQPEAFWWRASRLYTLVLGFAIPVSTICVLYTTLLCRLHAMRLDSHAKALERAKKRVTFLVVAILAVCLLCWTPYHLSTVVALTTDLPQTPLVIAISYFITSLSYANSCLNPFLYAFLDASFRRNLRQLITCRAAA
MEKK2 WT-MEK5: raises or lowers MEK5 binding to wildtype human MEKK2 PB1 domain; binding response (% of control), % at 10 µM; bead flow cytometry, Alexa488-MEK5 binding to MEKK2 WT; actives lie on both sides; AID 1531; hit rate 1.1% among 290,000; Q9Y2U5; in the data active = binding response below about 67% or above about 130%
V1aR counter: counter-screen for oxytocin receptor agonists: human V1a receptor agonists; P37288; CHO-V1R cells, Fluo-8 calcium fluorescence, agonist mode; 0% DMSO, 100% 3 nM vasopressin; activation, % at 3 µM; hit rate 0.25% among 320,000; AID 2797;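 active = activation above the mean activation of all tested compounds plus 3 SD, per screening run, cut at about 20% in these data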;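 note: signal is peak over basal fluorescence ratio across a 100 second FLIPR read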
Target sequence (P37288 whole entry, looked up): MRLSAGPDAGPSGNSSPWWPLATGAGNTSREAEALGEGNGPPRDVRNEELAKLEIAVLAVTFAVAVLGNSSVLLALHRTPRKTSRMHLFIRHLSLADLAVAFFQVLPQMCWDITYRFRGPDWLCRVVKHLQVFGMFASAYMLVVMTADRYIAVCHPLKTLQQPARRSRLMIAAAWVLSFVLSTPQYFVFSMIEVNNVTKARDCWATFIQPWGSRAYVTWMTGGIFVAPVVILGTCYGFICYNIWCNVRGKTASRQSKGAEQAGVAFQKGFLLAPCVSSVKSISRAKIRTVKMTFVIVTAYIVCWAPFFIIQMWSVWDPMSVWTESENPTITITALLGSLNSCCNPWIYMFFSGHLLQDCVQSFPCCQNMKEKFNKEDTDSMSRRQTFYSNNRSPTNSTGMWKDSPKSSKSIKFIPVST
M18AAP inhibitor: PfM18AAP enzyme inhibition. recombinant PfM18AAP, H-Glu-NHMec fluorogenic cleavage. inhibition, % at 7.35 µM. hit rate 1.2% among 290,000. AID 1822;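 active = inhibition above the campaign mean inhibition over all tested compounds plus 3 SD, cut at about 28% in these data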;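 note: 0% = plate median of test compound wells and 100% = 2 mM ZnCl2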
GalR3 antagonist: human GalR3 antagonism. inhibition, % at 3 µM. HEK293 GalR3-CNG cAMP membrane potential fluorescence; galR3 body fused to GalR1 C-terminus. O60755. hit rate 0.44% among 360,000;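 active = inhibition above the screen-wide average plus 3 SD, cut at about 13% in these data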;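 note: forskolin and galanin both at EC90 stimulate the cells; cAMP rise reported by CNG channel membrane potential dye signal; 0% = forskolin plus galanin with DMSO and 100% = forskolin alone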
Target sequence (O60755 1-299 limits assumed): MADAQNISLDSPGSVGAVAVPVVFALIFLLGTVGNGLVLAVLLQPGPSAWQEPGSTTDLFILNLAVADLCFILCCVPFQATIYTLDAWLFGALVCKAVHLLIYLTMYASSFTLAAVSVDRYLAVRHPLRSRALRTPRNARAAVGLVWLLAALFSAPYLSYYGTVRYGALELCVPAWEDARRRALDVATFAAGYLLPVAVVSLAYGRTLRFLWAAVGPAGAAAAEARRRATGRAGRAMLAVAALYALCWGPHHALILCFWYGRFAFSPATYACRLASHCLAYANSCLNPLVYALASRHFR
NALP1 yeast inh: inhibitors of NALP1 inflammasome in yeast. S. cerevisiae NALP1/ASC/caspase-1 growth, X-gal OD620, 72 h. inhibition, % at 10 µM. hit rate 0.61% among 280,000; in the data active = inhibition mostly above about 24%, no sharp cut-off; inactive = mostly below about 32%; note: some compounds called inactive have numbers as strong as hits
MEKK2mut PB1 HTS: signal of MEK5 binding to mutant human MEKK2 PB1 domain; percent response, % at 10 µM; bead flow cytometry, Alexa488-MEK5 binding to MEKK2 mutant; hit rate 0.35% among 290,000; AID 1530; in the data active = percent response above about 24%, passing the limit was not always enough; note: inactives centre near 1; some results filed as inactive read as strong as hits; reference of the scale not given here
OXTR potentiator: potentiates the human oxytocin receptor response. AID 2445. P30559. hit rate 0.061% among 320,000. activation, % at 3 µM. CHO-OTR cells, Fluo-8 calcium fluorescence, potentiator mode; 0% = oxytocin EC15, 100% = EC100;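 active = activation above that plate's cutoff, the mean activation of tested compounds plus 3 SD, cut at about 6.6% in these data, passing the limit was not always enough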;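 note: 100% uses oxytocin at 75 nM as the full agonist control; some results filed as inactive read as strong as hits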
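Assay system: CHO-OTR cells, human receptor / Also added: oxytocin at about EC15, sub-maximal agonist stimulus / Dosing: single dose, 3.0 µM nominal final compound concentration / Incubation: 6 min pre-incubation, 100 s read / Technique: Fluo-8 calcium dye fluorescence / Read-out: % activation vs EC15 and EC100 oxytocin / Benchmarks: EC15 oxytocin low, 75 nM oxytocin high / Replicates: singlicate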
OXTR agonist: human OXTR agonism | P30559 | CHO-OTR cells, Fluo-8 calcium fluorescence; normalized: DMSO 0%, oxytocin 100% | activation, % at 3 µM | hit rate 0.32% among 320,000;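 active = activation above the mean of all tested compounds plus 3 SD, cutoff set per screening run, cut at about 20% in these data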;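 note: peak over basal fluorescence ratio from a 100 s FLIPR kinetic read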
* = called active by the depositor; . = no result given. Rows are unselected; about 4.1% have a hit in one of these screens.

SMILES	GPR7 antagonist	MEKK2 WT-MEK5	V1aR counter	M18AAP inhibitor	GalR3 antagonist	NALP1 yeast inh	MEKK2mut PB1 HTS	OXTR potentiator	OXTR agonist
CC(C)c1ccc(/C=C/C(=O)Nc2nn[nH]n2)cc1	-7	88	-0.2	-4	.	1	-15	-8	0.5
COc1ccc(N)c2c1OCCC2=O	2	96	1.1	17	-10	26	-3	-6	-0.2
Cc1ccc(C(NC(=O)N2CCN(C)CC2)C(Cl)Cl)cc1F (stereo not drawn)	-2	102	0.9	0	-3	16	1	-4	0.5
COc1ccc(N2CCN(C(=O)CN(c3ccccc3)S(=O)(=O)c3ccc(OC)cc3)CC2)cc1	-2	105	-1.0	-14	0	29	7	-6	-1.2
COc1cccc(OC)c1OC(=O)C1CC(=O)N(c2ccc3c(c2)OCCO3)C1 (stereo not drawn)	.	.	1.5	.	-6	.	.	-10	3.6
COc1ccc(NC(=O)C2CCCN(c3nc(C)cc(C)n3)C2)cc1 (stereo not drawn)	-2	98	-0.1	1	-4	4	-1	-13	-1.4
CC1C(=O)NN=C1C(=O)N/N=C/c1cccs1 (stereo not drawn)	-7	94	1.1	-5	-6	0	-3	-10	-0.9
O=S(=O)(c1ccccc1F)N1CCCc2ccccc21	-15	100	-1.9	-2	-5	24	-1	1	-2.1
CC1(CCc2ccccc2)NC(=O)N(CC(=O)N2CCCCCC2)C1=O (stereo not drawn)	.	.	0.1	.	-8	.	.	-3	-0.4
COc1ccc(-n2cnnc2SCc2cnc(-c3ccccc3)s2)cc1	-3	103	-0.5	-5	-2	-30	-3	0	0.8
CCOC(=O)C1CCCN(C(=O)C2CC(=O)N(c3ccc(C)cc3)C2)C1 (stereo not drawn)	-10	64	0.1	-1	-5	-3	-12	-3	-1.5
Cc1ccc(S(=O)(=O)c2c(N)n(/N=C/c3ccco3)c3nc4ccccc4nc23)cc1	4	92	0.3	-7	5	4	-2	0	-0.1
[N-]=[N+]=NC[C@H](Cc1ccccc1)N1CCN(Cc2ccccc2)CCC1=O	9	98	1.3	0	1	32	-3	-11	-0.3
CC1CN(C(=O)c2cc(S(=O)(=O)N3CCCC3)ccc2Cl)CC(C)O1 (stereo not drawn)	-9	96	.	3	-3	24	0	.	.
CNC(C)C#Cc1ccc2c(=O)c3ccccc3oc2c1 (stereo not drawn)	.	97	-0.4	.	-6	.	-5	-6	-1.1
O=Cc1ccc(-c2ccc(F)cc2)o1	-20	97	1.0	-1	-2	7	-3	2	1.3
O=C(c1ccc(Cl)c(Cl)c1)N1CCC(=O)N(C(COCc2cccc(C(F)(F)F)c2)Cc2ccccc2)CC1 (stereo not drawn)	3	100	1.5	-11	-7	28	1	-6	0.2
CC1=C([N+](=O)[O-])C(c2ccccc2)NC(=O)N1 (stereo not drawn)	-19	102	-0.7	2	-8	6	1	-9	0.2
O=C(c1cc(-c2ccccc2)n[nH]1)N1CCN(S(=O)(=O)c2ccccc2)CC1	-4	99	2.4	2	1	22	2	-20	3.4
COc1ccc(CCNC(=O)c2ccc(CS(=O)(=O)c3ccc(Br)cc3)o2)cc1OC	5	99	20	0	-7	4	-1	-17	12
COC(=O)c1ccc(NC(=O)CC2C(=O)N(c3ccc(C)cc3)C(=O)N2CC(C)C)cc1 (stereo not drawn)	9	86	-0.1	-1	-7	7	-5	-3	1.0
COc1ccc(C2(CCN)CC(C)N(C)CC2C)cc1 (stereo not drawn)	7	114	0.6	-3	-2	18	8	-9	2.5
S=c1[nH]nc(Nc2ccc(Cl)cc2)s1	-9	101	0.5	10	-3	-10	-7	-8	-0.9
O=C(Nc1ccc(Oc2cccnc2)cc1)c1ccccc1Cl	0	102	2.3	-3	-3	22	12	-4	0.4
CCOC(=O)c1cnc(SCC(=O)c2ccc(C)cc2)nc1N	-6	108	0.6	3	1	-8	-4	-5	-0.7

Going on with the list:
SMILES	GPR7 antagonist	MEKK2 WT-MEK5	V1aR counter	M18AAP inhibitor	GalR3 antagonist	NALP1 yeast inh	MEKK2mut PB1 HTS	OXTR potentiator	OXTR agonist
O=C(Nc1c2c(nn1-c1ccc(F)cc1)CS(=O)C2)C12CC3CC(CC(C3)C1)C2 (stereo not drawn)	-11	106	1.2	-6	-5	24	3	-11	-0.8
Cc1ccc(-n2c(SCC(=O)N/N=C/c3ccccc3OCC(=O)O)nc3ccccc3c2=O)cc1	15	113	0.9	-5	-4	.	7	6	0.9
CCCCOc1cccc(-c2cc(C(=O)NNC(=S)NCC)c3ccccc3n2)c1	-11	92	-0.2	0	-5	18	-12	-3	-0.5
COc1ccc(N(CC(=O)NCc2ccc(Cl)cc2)S(=O)(=O)c2ccccc2[N+](=O)[O-])c(OC)c1	37*	94	4.9	0	-5	0	-8	-12	3.7
CC1(C)CC2(CC(C)(C(=O)CSc3nc4ccccc4s3)OC2=O)C(=O)O1 (stereo not drawn)	7	103	11	-7	-1	4	4	-8	8.8
CCc1ccc(CN/C=C/C(=O)c2ccc(Br)cc2)cc1	-4	112	0.4	4	0	7	9	-1	-0.4
O=c1c2ccccc2oc2nc(C3CCCCC3)n(Cc3ccco3)c(=O)c12	0	100	0.1	-6	-4	23	2	-8	-1.9
COc1cccc(/C=N/NC(=O)c2cc3c(OC)cccc3[nH]2)c1OC	4	93	0.6	4	-2	25	-1	-4	0.7
Cc1nnc(Nc2ccc(Cl)cc2)s1	-13	92	-0.4	3	-5	.	-4	-3	-1.6
CCCc1ccc(-c2cc(NC(=O)CSc3n[nH]c(N)n3)n(-c3ccccc3)n2)cc1	11	109	1.4	-3	-5	-14	6	-6	0.9
COc1ccccc1C1N(c2cc(Cl)ccc2OC)C(=O)C2CCCN21 (stereo not drawn)	-11	95	0.1	8	-2	-13	-10	7	-0.5
O=C1CN2C(=Nc3ccc(Cl)cc3C2c2ccccc2)CN1 (stereo not drawn)	4	100	0.4	8	-5	16	-1	-19	-1.2
CCOC(=O)c1ccc(NC(=O)CN2C(=O)C(C)SC(C)C2=O)cc1 (stereo not drawn)	-3	90	2.3	-4	0	11	-1	-8	1.2
CC(=O)Nc1ccccc1C(=O)C(=O)Nc1ccc(F)cc1	-2	113	0.3	1	-8	-2	9	-9	-0.1
CC1CCN(C(=S)NC(=O)c2ccco2)CC1	-21	100	0.7	-7	0	15	-3	2	1.2
C#CCOc1c(Br)cc(/C=C2/C(=O)ON=C2C)cc1OCC	-9	99	-1.0	14	-11	10	0	0	-1.7
N#Cc1nc(COc2ccccc2Cl)oc1NCc1ccco1	18	101	-0.3	3	-4	3	0	-21	-2.2
O=C1N/C(=C/c2ccc(N3CCOCC3)cc2)C(=O)N1Cc1ccc(F)cc1	-4	97	0.6	2	-3	0	0	-7	2.4
Cc1cc(N/C=C/C(=O)c2cccs2)ccc1F	-3	100	0.0	7	-8	9	-5	-17	-1.8
COc1ccc2[nH]c3c(NCCN4CCCCC4)ncnc3c2c1	18	103	-1.1	-5	.	24	4	-1	-0.8
COc1ccc(CN(C(=O)CN2C(=O)COc3ccccc32)C2CCCC2)c(OC)c1	-8	99	0.8	1	-4	10	-4	-5	0.8
Cc1ccc(S(=O)(=O)N2CCC(C(=O)NCCc3ccccn3)CC2)cc1	-7	59	0.1	-18	0	-3	-15	-9	0.3
CCCCN1CC(=O)N2[C@H]3c4cc(OC)ccc4OC[C@@H]3[C@H](C(=O)OCC)[C@]2(C)C1=O	.	.	-0.9	.	-3	.	.	-2	0.0
CC1(C)c2ccccc2N2CC(=O)NC21/C=C/c1ccco1 (stereo not drawn)	9	98	0.6	25	0	-11	2	-2	-1.7
Cc1ccc(-n2c(SCC(=O)Nc3ccc4cn[nH]c4c3)nnc2-c2ccco2)cc1	1	95	-0.5	0	-1	10	-8	-16	-2.1

(listing goes on)
SMILES	GPR7 antagonist	MEKK2 WT-MEK5	V1aR counter	M18AAP inhibitor	GalR3 antagonist	NALP1 yeast inh	MEKK2mut PB1 HTS	OXTR potentiator	OXTR agonist
CC(CC(F)(F)F)N1CCC(n2nccc2NC(=O)CCCc2ccccc2)CC1 (stereo not drawn)	-5	106	1.9	2	-3	1	6	-3	-0.3
C(=N\c1nccs1)/c1cccnc1	-16	100	1.3	0	1	19	7	-13	0.4
Cc1cc(C)c(NC(=S)NCCCSC2CCCCC2)c(C)c1	3	101	-1.4	6	-4	2	1	1	-2.5
CC(C(=O)NC1CCCCC1)N(Cc1ccccc1)C(=O)c1snc(C(N)=O)c1N (stereo not drawn)	-3	103	0.4	-7	3	18	4	-3	0.3
O=C(CN1C(=O)C2C3C=CC(C3)C2C1=O)Nc1ccc(C(=O)O)cc1 (stereo not drawn)	-6	103	1.1	6	-6	15	6	-1	1.1
COCC1CCN(C(=O)c2cc(COc3ccc4c(c3)CCCC4)on2)C1 (stereo not drawn)	-16	102	6.3	-5	-6	27*	2	-13	-0.6
CCn1c(Oc2ccccc2C)nc2c1c(=O)n(C)c(=O)n2C	9	100	.	-14	-1	4	-2	.	.
NNC(=O)c1nc(-c2cccc(-n3cccc3)c2)no1	-3	103	-0.1	-1	-4	.	1	-2	-0.7
N#C/C(=C\c1cc([N+](=O)[O-])c(N2CCCCC2)cc1N1CCCCC1)c1nn(-c2ccccc2)c(N)c1C#N	-5	98	0.1	-9	1	6	-1	-15	-0.3
O=C(COC(=O)c1cc(S(=O)(=O)N2CCOCC2)ccc1F)NC1CCCCC1	.	.	1.2	.	-4	.	.	-5	1.0
COCCn1c(SCC(=O)Nc2ccc3[nH]c(=O)[nH]c3c2)nc2ccccc21	.	.	-0.6	.	0	.	.	-1	0.2
O=C(NCCCn1ccnc1)/C(=C/c1ccco1)NC(=O)c1ccccc1	3	112	-1.5	5	-5	.	2	-10	-0.6
CN(C)S(=O)(=O)N1CCN(c2ccc([N+](=O)[O-])c(NC3CC3)c2)CC1	-4	94	-1.6	-6	-4	33	-4	-6	-2.1
Cc1sc(-c2cccnc2)nc1OC(=O)C1CC1	-11	101	0.0	11	-6	0	-1	-8	-0.2
Cc1ccc2c(c1)c1nnc(SCC(=O)Nc3cccc(Cl)c3C)nc1n2CC(=O)O	-1	105	0.5	2	2	20	-1	-4	-0.5
O=[N+]([O-])c1cc2c(cc1[N+](=O)[O-])OCCOCCOCCOCCO2	-5	103	-0.1	1	-5	2	0	-1	-0.3
COC(=O)c1ccc(NC(=O)CCNS(=O)(=O)c2cccc3nonc23)cc1	4	106	1.2	9	0	5	3	-2	0.2
Cc1ccc(C(O)P(=O)(OCc2ccccc2)c2ccc(N(C)C)cc2)cc1 (stereo not drawn)	0	107	-0.2	1	-3	.	9	-14	-4.2
CN(C)c1ccc(NC(=O)c2cccc(N3C(=O)CCC3=O)c2)cc1	-3	102	0.1	7	-3	40*	6	-5	0.7
CN(C)c1ccc(C(=S)Nc2ccccc2)cc1	-8	94	-0.7	-1	-3	23	-5	-3	-1.0
COc1ccc(OC)c(S(=O)(=O)N2CCN(C)CC2c2ccccc2)c1 (stereo not drawn)	.	.	0.3	.	-5	.	.	0	1.3
